CCR6 antagonist: CCR6 (human) receptor antagonism; P51684; CHO-K1 CCR6 PathHunter beta-arrestin, luminescence, CCL20-stimulated; inhibition, % at 20 µM; actives 0.49% (n = 340,000);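 active = compounds whose inhibition of the agonist-driven luminescence signal at 20 µM reaches about 50%, limit read from the data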;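 note: cells stimulated with CCL20 at 14 nM final; plate controls were DMSO with CCL20 for no effect and DMSO without agonist for full effect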
Target sequence (P51684 whole entry, looked up): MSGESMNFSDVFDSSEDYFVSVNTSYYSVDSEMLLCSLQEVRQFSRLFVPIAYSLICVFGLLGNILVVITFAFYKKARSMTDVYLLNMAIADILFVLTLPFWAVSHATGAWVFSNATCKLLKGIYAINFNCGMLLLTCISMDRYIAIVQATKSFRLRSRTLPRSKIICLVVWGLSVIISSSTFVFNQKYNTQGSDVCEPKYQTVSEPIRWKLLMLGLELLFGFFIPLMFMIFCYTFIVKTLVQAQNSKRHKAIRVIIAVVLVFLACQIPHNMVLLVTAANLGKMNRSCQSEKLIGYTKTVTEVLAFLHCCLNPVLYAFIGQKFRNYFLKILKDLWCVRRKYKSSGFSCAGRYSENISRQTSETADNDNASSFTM
Gli-Sufu antag: Gli-Sufu pathway antagonism; actives 0.74% (n = 340,000); Sufu-KO-LIGHT fibroblasts, Gli luciferase reporter luminescence; inhibition, % at 5 µM;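 active = inhibition above about 55%, limit read from the data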;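 note: 0% = DMSO-treated cells and 100% = wells with medium but no cells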
SENP8 inh: inhibitors of human SENP8 protease; Q96LD8; purified SENP8, Z-RLRGG-aminoluciferin cleavage, luminescence; inhibition, % at 10 µM; actives 1.2% (n = 330,000)
Target sequence (Q96LD8 whole entry, looked up): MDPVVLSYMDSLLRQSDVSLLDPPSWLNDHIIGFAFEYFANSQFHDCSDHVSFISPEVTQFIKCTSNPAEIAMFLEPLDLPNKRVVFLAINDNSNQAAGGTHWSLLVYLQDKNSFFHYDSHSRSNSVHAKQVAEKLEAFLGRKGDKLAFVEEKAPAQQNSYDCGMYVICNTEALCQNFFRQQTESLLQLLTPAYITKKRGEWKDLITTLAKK
Jurkat NFkB inh: lowers PMA/ionomycin-induced NF-kB signal in Jurkat cells | PMA/ionomycin-induced NF-kB luciferase reporter, luminescence | inhibition, % at 4 µM | actives 0.53% (n = 330,000)
Apaf-1 inh: blocks human Apaf-1 apoptosome activity. O14727. reconstituted apoptosome caspase-3 activity, DEVD-Rh110 fluorescence. inhibition, % at 20 µM. actives 0.71% (n = 330,000). AID 489030; active = inhibition of at least 40% at 20 µM;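 note: plate controls were DMSO wells for no effect and DEVD-CHO caspase inhibitor wells for full effect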
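Material: biochemical Apaf-1 apoptosome reconstitution. Medium: Hepes buffer, pH 7.5. Also added: cytochrome c activation, bis-DEVD rhodamine 110 substrate. Timing: 30 min compound preincubation, 50 min activation, room temperature. Measured by: rhodamine 110 fluorescence at Ex 480/Em 540 nm.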
UBC13 inh: human UBC13 polyubiquitination inhibition | UBC13 polyubiquitin chain formation, TR-FRET | inhibition, % at 20 µM | actives 0.47% (n = 330,000) | AID 485273; in the data active = inhibition above about 45%, passing the limit was not always enough
Target sequence (P61088 whole entry, looked up): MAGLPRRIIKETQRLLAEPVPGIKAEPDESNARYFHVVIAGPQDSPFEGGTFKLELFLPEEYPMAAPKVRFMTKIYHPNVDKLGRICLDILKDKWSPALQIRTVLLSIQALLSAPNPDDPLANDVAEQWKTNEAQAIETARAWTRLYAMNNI
697 NFkB inh: lowers PMA/ionomycin-induced NF-kB signal in 697 B cells. actives 0.33% (n = 330,000). inhibition, % at 4 µM. 697 B-cell NF-kB luciferase reporter, 16 h; in the data active = inhibition above about 35%
EBI2 antag: blocks human EBI2 receptor beta-arrestin signaling; P32249; EBI2 beta-arrestin recruitment, luminescence, 7a,25-OHC stimulated; inhibition, % at 5 µM; actives 0.81% (n = 360,000); in the data active = inhibition above about 38%;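 note: enzyme fragment complementation signal reports receptor beta-arrestin coupling in cells; 0% = agonist plus DMSO wells and 100% = wells without agonist; some results beyond the cut were filed as inactive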
Starred values were filed as active, the others as inactive; / = no result given. Cut-off read from the data, not from the text of the source, unless noted: active = inhibition above about 50%; inactive = the rest.

The opening 4 entries as a preview:
SMILES | CCR6 antagonist | Gli-Sufu antag | SENP8 inh | Jurkat NFkB inh | Apaf-1 inh | UBC13 inh | 697 NFkB inh | EBI2 antag
Cc1ccc(S(=O)(=O)N(CC(=O)NN=C2CCN(C)CC2)c2ccc(C(C)C)cc2)cc1 | -9.5 | -3.3 | -1.1 | -8.4 | 5.9 | 17.1 | 10.1 | -1.5
Cc1ccc(OCc2nnc(SCC(=O)Nc3cc(C)on3)n2C)cc1 | 0.8 | 0.1 | 3.2 | 5.7 | 2.0 | 3.9 | 4.0 | -15.5
Cc1cc(NC(=O)CN2C(=O)NC(Cc3ccccc3)C2=O)no1 (centres undefined) | 8.7 | 5.8 | -1.1 | -0.9 | -4.2 | 0.8 | 20.7 | -10.9
O=C(COC(=O)c1ccc(O)cc1)NCc1ccc2c(c1)OCO2 | 8.9 | 0.3 | 5.4 | 3.2 | -3.0 | -2.9 | -10.0 | -9.6

All compounds of this part, from the start:
SMILES | CCR6 antagonist | Gli-Sufu antag | SENP8 inh | Jurkat NFkB inh | Apaf-1 inh | UBC13 inh | 697 NFkB inh | EBI2 antag
Cc1ccc(S(=O)(=O)N(CC(=O)NN=C2CCN(C)CC2)c2ccc(C(C)C)cc2)cc1 | -9.5 | -3.3 | -1.1 | -8.4 | 5.9 | 17.1 | 10.1 | -1.5
Cc1ccc(OCc2nnc(SCC(=O)Nc3cc(C)on3)n2C)cc1 | 0.8 | 0.1 | 3.2 | 5.7 | 2.0 | 3.9 | 4.0 | -15.5
Cc1cc(NC(=O)CN2C(=O)NC(Cc3ccccc3)C2=O)no1 (centres undefined) | 8.7 | 5.8 | -1.1 | -0.9 | -4.2 | 0.8 | 20.7 | -10.9
O=C(COC(=O)c1ccc(O)cc1)NCc1ccc2c(c1)OCO2 | 8.9 | 0.3 | 5.4 | 3.2 | -3.0 | -2.9 | -10.0 | -9.6
CN(Cc1ccc2nsnc2c1)Cc1nc(Cc2cccc(F)c2)no1 | 14.8 | 12.4 | 2.4 | -0.4 | 2.2 | -4.4 | 22.5 | -6.7
COC(=O)C1C(O)CCC2CN3CCc4c([nH]c5ccccc45)C3CC21 (centres undefined) | -11.2 | 9.2 | 10.4 | 7.2 | 9.8 | -3.3 | 4.7 | -8.9
CCC(CC)C(=O)OCC(=O)Nc1cccc(S(=O)(=O)N(C)c2ccccc2)c1 | 15.2 | 3.6 | -3.3 | -5.7 | 15.8 | 6.4 | 9.4 | 3.9
Cc1cccc(-c2noc(CN(C)C(=O)c3ccc4c(c3)OCO4)n2)c1 | 8.3 | -5.4 | -6.4 | -3.5 | 11.3 | -1.5 | 10.7 | -2.2
CCN(CC(=O)NCc1cccs1)C(=O)c1cccc(S(=O)(=O)Nc2ccccc2OC)c1 | 2.9 | -1.2 | 0.4 | 5.3 | 60.2* | 49.7* | 0.9 | 2.9
Cc1nc([N+](=O)[O-])cn1CC(=O)c1ccccc1 | 1.2 | -9.2 | -16.7 | 1.7 | -5.1 | -3.8 | 11.8 | -6.3
CN(CCOc1ccccc1)C(=O)C1CCC(=O)N(CCCN2CCOCC2)C1 (centres undefined) | -10.0 | 9.4 | -0.7 | 7.8 | 3.0 | 3.9 | 0.7 | -9.2
O=C(C1CC(=O)N(C2CCCCC2)C1)N1CCN(c2ccccc2)CC1 (centres undefined) | 4.4 | -2.2 | 3.1 | 7.8 | 10.0 | -1.0 | -6.9 | -5.4
CC(=O)Nc1ccc(SCC(=O)Nc2oc(C)c3c(C)n[nH]c(=O)c23)cc1 | 12.5 | -0.5 | 11.7 | 0.2 | 0.3 | -3.6 | 2.8 | -18.7
COC(c1ccccc1)c1c(-c2ccccc2)nn(C)c1Cl (centres undefined) | 6.8 | 4.9 | -3.7 | 1.9 | -0.8 | 10.7 | 5.0 | 10.7
O=C(NC1CCCCC1)N1CCN(c2nc(-c3ccccc3)cs2)CC1 | 10.4 | 18.2 | -6.2 | 13.7 | 21.0 | 22.3 | 7.9 | 5.5
CN(CC(=O)Nc1ccc(F)cc1)C(=O)Cn1nnc(-c2ccccc2)n1 | 1.1 | 3.6 | -3.1 | 1.7 | 3.6 | 2.1 | 5.9 | -2.5
COc1ccccc1NC(=O)C/C(C)=N/NC(=O)c1ccccn1 | 17.2 | 7.3 | 3.5 | -3.1 | 0.2 | -2.7 | 9.5 | -10.4
CNS(=O)(=O)c1cccc(C(=O)OCCCC(=O)c2ccccc2)c1 | 13.8 | 4.5 | 8.0 | 4.7 | -10.7 | 4.7 | 5.1 | -14.2
Cc1nc(N)sc1C(=O)N/N=C/c1ccco1 | -1.5 | 17.4 | 0.6 | -4.2 | -10.0 | 72.3* | 7.3 | -7.2
Cc1ccc(F)cc1NC(=O)C12CC3CC(C1)CC(n1cnc([N+](=O)[O-])n1)(C3)C2 | 11.0 | 4.3 | -2.9 | 5.1 | 2.8 | 5.0 | 3.2 | 14.2
CCCn1cc(NC(=O)c2cc(-c3ccccc3)on2)cn1 | 8.4 | -49.7 | -0.5 | -41.4 | 12.2 | -2.1 | -29.7 | -3.8
CC(C)OC(=O)c1cccc(NC(=O)CSc2nnc(N)s2)c1 | -9.8 | -11.3 | -6.8 | 2.1 | -5.4 | -1.8 | 7.2 | -55.0
Cc1ccc(C(=O)C2=C(O)C(=O)N(Cc3cccnc3)C2c2ccc(OC(C)C)cc2)o1 (centres undefined) | 20.1 | 5.1 | -14.8 | -1.7 | 21.9 | -34.0 | -14.6 | 1.2
COc1ccc(N2C(=O)C3CCCN3C2c2ccccc2)cc1 (centres undefined) | -6.1 | -4.2 | -11.0 | 21.5 | -3.9 | 0.0 | 16.2 | 3.9
COc1ccc(N2C(=O)CC(Sc3ccccc3C(=O)O)C2=O)c([N+](=O)[O-])c1 (centres undefined) | 5.3 | -9.1 | 0.7 | -5.2 | -8.6 | -3.8 | -9.4 | 1.2
CN(C)CCNC(C(=O)Nc1cccc(C(F)(F)F)c1)c1ccccc1 (centres undefined) | 1.4 | 29.0 | -3.1 | -4.1 | -6.6 | 2.6 | 0.2 | 0.3
COc1ccc(CC(=O)N[C@@H]2c3cc(OC)c(OC)cc3C[C@H]2O)cc1 | 16.4 | 0.3 | / | / | 8.0 | / | 7.0 | -5.4
CCOC(=O)CCSc1nc(C)c2cc(C)ccc2n1 | 10.9 | 1.6 | -3.1 | -39.9 | -6.6 | 2.2 | -2.9 | 4.5
CC1CCCN(C(=O)Nc2cccc(NC(=O)N3CCCC(C)C3C)c2)C1C (centres undefined) | 16.4 | 1.5 | -11.3 | -6.5 | 13.7 | -6.2 | 17.5 | 3.4
COCCN1C(=O)N[C@@H](c2ccco2)C(C(=O)OC)=C1C | 9.6 | 2.4 | -6.5 | -5.8 | -0.8 | -0.5 | 2.1 | -5.1
Cc1cc(NC(=O)COC(=O)C(Nc2ccc(C(F)(F)F)cc2Cl)C(C)C)no1 (centres undefined) | 8.2 | 2.0 | -2.9 | -3.5 | 23.1 | 12.9 | 8.5 | 15.7
Cn1c(=O)oc2cc(S(=O)(=O)N3CCCC(C(=O)Nc4ccc5c(c4)OCCO5)C3)ccc21 (centres undefined) | 11.2 | -5.7 | 5.7 | 22.1 | 8.5 | 6.2 | 14.0 | -1.1
CN1CCN(C(=O)c2ccccc2NC(=O)c2ccccc2Br)CC1 | 9.5 | -7.5 | 4.7 | 7.6 | -15.7 | 1.4 | 10.2 | -10.8
OCC1(Cc2ccccc2F)CCCN(CCc2ccccc2)C1 (centres undefined) | 8.7 | 22.7 | -0.2 | -2.6 | -13.8 | -0.3 | -6.1 | 6.0
CN(Cc1nc2ccccc2[nH]1)C(=O)C1CCC(=O)N(CCc2cccc(F)c2)C1 (centres undefined) | 15.5 | 0.7 | -3.9 | 5.2 | -2.3 | 8.0 | -4.0 | -9.4
CCOc1ccc(/C(O)=C2/C(=O)C(=O)N(CCOCCO)C2c2cccnc2)cc1 (centres undefined) | 8.3 | -101.0 | -11.8 | 9.5 | 6.9 | -15.8 | 14.3 | -6.4

3 compounds out of the list above, ordered by their value in EBI2 antag, smallest number first.
molecule	EBI2 antag
Cn1c(=O)oc2cc(S(=O)(=O)N3CCCC(C(=O)Nc4ccc5c(c4)OCCO5)C3)ccc21 (centres undefined)	-1.1
CN(C)CCNC(C(=O)Nc1cccc(C(F)(F)F)c1)c1ccccc1 (centres undefined)	0.3
CC1CCCN(C(=O)Nc2cccc(NC(=O)N3CCCC(C)C3C)c2)C1C (centres undefined)	3.4

Of the compounds above, these have two or more sulfur atoms.
SMILES | CCR6 antagonist | Gli-Sufu antag | SENP8 inh | Jurkat NFkB inh | Apaf-1 inh | UBC13 inh | 697 NFkB inh | EBI2 antag
CCN(CC(=O)NCc1cccs1)C(=O)c1cccc(S(=O)(=O)Nc2ccccc2OC)c1 | 2.9 | -1.2 | 0.4 | 5.3 | 60.2* | 49.7* | 0.9 | 2.9
CC(C)OC(=O)c1cccc(NC(=O)CSc2nnc(N)s2)c1 | -9.8 | -11.3 | -6.8 | 2.1 | -5.4 | -1.8 | 7.2 | -55.0

Further compounds follow:
SMILES | CCR6 antagonist | Gli-Sufu antag | SENP8 inh | Jurkat NFkB inh | Apaf-1 inh | UBC13 inh | 697 NFkB inh | EBI2 antag
CCn1c(=N)c(S(=O)(=O)c2ccc(C)cc2)cc2c(=O)n3ccccc3nc21 | / | / | 5.3 | -16.8 | -1.2 | 0.0 | 5.8 | /
CCSc1cc(C)nc2c(-c3ccccc3)c(C)nn12 | 2.2 | -15.4 | -5.3 | -12.0 | 5.1 | 9.4 | -10.6 | -9.1
Cc1ccc(NC(=O)NC2CCCCCCC2)cc1 | 11.0 | -86.3 | -4.0 | -123.8 | 4.0 | -4.9 | -112.2 | 9.8
O=C(CCc1nnc(-c2ccsc2)o1)NCc1ccccc1OC(F)(F)F | 6.5 | -10.2 | -5.0 | -6.7 | -1.2 | -11.0 | -22.0 | -2.0
Cn1c2ccccc2c(=O)c2ccc(C#Cc3ccc(N)cc3)cc21 | 20.4 | 4.8 | 6.6 | -20.4 | 9.1 | -10.1 | -31.0 | 21.8
CCCCNc1c(-c2ccc(-c3ccc(C(C)=O)cc3)c(OC)c2)nc2cnccn12 | 15.8 | 17.5 | -2.2 | 9.3 | 34.2 | 3.0 | -13.3 | 49.2*
CCOc1ccc(NS(=O)(=O)c2ccc(C(=O)NCc3cccnc3)cc2)cc1 | 8.7 | 12.7 | 3.7 | 4.4 | 1.2 | 0.6 | -20.0 | -3.7
COc1ccc(CNC(=O)c2ccc(CS(=O)c3ccccc3)o2)cc1 (centres undefined) | 17.3 | -7.1 | 0.2 | -9.1 | -2.4 | 2.0 | 4.5 | -2.1
Cc1ccc(-n2nc(C)c(NC(=O)CCl)c2C)cc1 | 0.7 | 0.2 | 0.1 | 26.1 | -2.6 | 2.6 | 25.8 | 4.7
Cc1cc(NC(=O)c2cc(C(C)C)on2)no1 | -3.9 | -33.7 | -1.3 | -37.5 | -7.9 | 4.2 | -16.5 | -7.3
Cc1nn2c(N)c(-c3ccccc3)cnc2c1-c1ccccc1 | -2.8 | -50.9 | -1.8 | -89.3 | 6.9 | 5.6 | -105.2 | 17.1
Cc1ccc(S(=O)(=O)N2CCN(Cc3ccsc3)CC2)cc1 | 1.3 | 1.1 | -4.2 | -0.5 | 2.1 | 4.5 | 8.0 | 7.6

These rows are one share of the data, so the mix of outcomes need not match the whole.
